Screens deposited in PubChem BioAssay by several laboratories.
GASC-1 inh: blocks human GASC-1 demethylase activity; Q9H3R0; GST-JMJD2C(1-420) H3K9me3 demethylation, DELFIA europium; inhibition, % at 2.35 µM; 0.069% of 330,000 active; AID 2099;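 active = more than half of a compound's replicate wells show inhibition beyond 50%, single wells judged on their own value; inconclusive = some, but no more than half, of replicates pass 50% inhibition; inactive = no replicate passes 50% inhibition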;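 also: signal counts dimethyl H3K9 product captured on neutravidin plate; 0% = median of DMSO wells and 100% = 0.3 times that DMSO median; strong numbers were not always called active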
Target sequence (Q9H3R0 1-420 limits assumed): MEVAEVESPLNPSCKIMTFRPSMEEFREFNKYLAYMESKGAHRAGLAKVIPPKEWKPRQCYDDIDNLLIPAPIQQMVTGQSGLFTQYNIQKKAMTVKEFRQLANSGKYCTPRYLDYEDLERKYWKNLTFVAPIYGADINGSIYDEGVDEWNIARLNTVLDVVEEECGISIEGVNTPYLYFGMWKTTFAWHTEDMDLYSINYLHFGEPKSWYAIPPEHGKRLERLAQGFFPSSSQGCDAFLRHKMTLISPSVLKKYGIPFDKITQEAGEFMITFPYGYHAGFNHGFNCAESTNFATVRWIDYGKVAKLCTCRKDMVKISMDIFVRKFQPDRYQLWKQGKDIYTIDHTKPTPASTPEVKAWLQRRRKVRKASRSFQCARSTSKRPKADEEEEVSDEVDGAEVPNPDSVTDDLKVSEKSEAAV
TPT1 inhibitor: inhibitors of Candida albicans tRNA 2'-phosphotransferase TPT1; recombinant caTPT1, FP RNA substrate dephosphorylation; inhibition, % at 5 µM; 0.81% of 300,000 active; AID 1962;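 active = inhibition above the mean of all tested compounds plus 3 SD, set per screening campaign, cut at about 24% in these data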;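 also: plate controls were DMSO alone for no effect and ferristatin control at 100 nM for full effect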
CTSL1 counter: blocks F. hepatica cathepsin L1 in PFM18AAP counter-screen. recombinant F. hepatica cathepsin L1, Z-Leu-Arg-MCA fluorescence. inhibition, % at 5.96 µM. 0.49% of 300,000 active;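 active = inhibition above the mean of all tested compounds plus 3 SD, set per screening campaign, cut at about 17% in these data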;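 also: 0% = plate median of test compound wells and 100% = 1 µM Z-Phe-Ala-diazomethylketone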
procasp7 counter: counter-screen: procaspase-7 (human) activation | P55210 | recombinant procaspase-7, Ac-DEVD-pNA absorbance 405 nm; D23A/D198A/D206A triple mutant, cannot self-cleave; scale: DMSO 0, 5 µM enzyme 100 | activation, % at 8.5 µM | 0.093% of 330,000 active | AID 463210;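 active = percent activation above the screen-wide mean plus 3 SD, cut at about 25% in these data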
Target sequence (P55210 whole entry D23A/D198A/D206A): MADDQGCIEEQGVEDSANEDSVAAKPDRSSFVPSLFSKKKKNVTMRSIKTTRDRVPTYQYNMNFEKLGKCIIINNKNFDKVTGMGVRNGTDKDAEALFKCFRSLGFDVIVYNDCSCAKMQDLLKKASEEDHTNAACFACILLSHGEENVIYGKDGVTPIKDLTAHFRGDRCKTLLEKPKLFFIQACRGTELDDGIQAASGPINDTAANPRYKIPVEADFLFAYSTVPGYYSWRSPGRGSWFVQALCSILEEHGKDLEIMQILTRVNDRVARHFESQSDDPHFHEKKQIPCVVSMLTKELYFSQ
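Assay system – Uncleavable procaspase-7 mutant enzyme · Quantity – 2 µM procaspase-7 mutant as dispensed · Times – 1 h preincubation, 2 h reaction · Dosing – single nominal 8.5 µM compound dose, 0.8% DMSO final · Buffer or medium – Zinc-free 50 mM HEPES buffer, pH 7.4, with NaCl and Triton X-100 · Detection – Epi-absorbance of released pNA at 405 nm, two timepoints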
Efflux pump inh: antifungal efflux pump inhibition, Nile Red retention; 0.44% of 330,000 active; inhibition, % at 10 µM; S. cerevisiae Candida pump triplex;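 active = plate passing quality check with inhibition over a set limit, or well fluorescence over plate mean plus 4 SD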;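 also: Nile Red retained in pooled yeast measured as flow cytometry median fluorescence; 0% = buffer negative control and 100% = Enniatin B positive control; higher means more Nile Red kept so more efflux inhibition; some compounds called inactive have numbers as strong as hits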
PP1 counter: blocks human PP1-alpha phosphatase, a PP5 counter-screen; inhibition, % at 6.7 µM; P62136; purified PP1alpha, OMFP fluorescence; 0.9% of 320,000 active;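 active = inhibition above the mean inhibition of all tested compounds plus 3 SD, computed separately for each screening campaign, cut at about 15% in these data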
Target sequence (P62136 whole entry, looked up): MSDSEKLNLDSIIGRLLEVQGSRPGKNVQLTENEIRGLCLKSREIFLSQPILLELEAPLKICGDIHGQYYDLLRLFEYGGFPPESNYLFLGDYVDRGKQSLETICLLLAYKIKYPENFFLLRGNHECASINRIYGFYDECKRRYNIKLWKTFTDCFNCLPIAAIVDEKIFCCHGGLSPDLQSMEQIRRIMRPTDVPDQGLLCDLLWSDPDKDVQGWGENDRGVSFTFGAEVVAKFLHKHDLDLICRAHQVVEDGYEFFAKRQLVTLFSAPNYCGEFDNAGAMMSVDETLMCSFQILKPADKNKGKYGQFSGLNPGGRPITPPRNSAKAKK
proCasp3 act: procaspase-3 (human) activation. P42574. recombinant procaspase-3 D3A, Ac-DEVD-pNA absorbance 405 nm. activation, % at 8.5 µM. 0.11% of 330,000 active. AID 463141;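 active = activation above the mean of all tested compounds plus 3 SD, cut at about 21% in these data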;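 also: 0% = DMSO alone and 100% = DMSO wells spiked with extra 5 µM PC-3 D3A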
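System: Procaspase-3 D3A mutant. Medium: Zinc-free 300 mM NaCl, 50 mM HEPES, 0.01% Triton X-100. Schedule: 1 h preincubation plus 2 h reaction at 25 °C. Measured by: 405 nm absorbance of p-nitroaniline, reads at 0 and 120 min. Read-out: percent activation relative to control range.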
HCV core dimer: HCV core protein dimerization inhibition | TR-FRET GST/Flag-core106 dimerization, 1536-well | inhibition, % at 5 µM | 0.33% of 300,000 active;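 active = inhibition above the mean of all tested compounds plus 3 SD, set per screening campaign, cut at about 45% in these data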
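Assay system: Tagged HCV core106 pair (GST and Flag) | Buffer or medium: KF-containing HEPES buffer, pH 7.45, DTT, CHAPS, BSA | Also added: Eu donor and XL665 acceptor anti-tag antibodies | Dosing: One concentration, 5 µM, in 0.5% DMSO | Timing: 4 h at 22.5 °C | Technique: TR-FRET 671 and 617 nm emission | Repeats: Singlicate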
PP5 primary: PP5 (human) phosphatase inhibition; 0.18% of 320,000 active; AID 1987; P53041; purified PP5c, OMFP substrate fluorescence; inhibition, % at 6.7 µM;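 active = inhibition above the campaign's mean inhibition across all tested compounds plus 3 SD, cut at about 9.5% in these data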;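 also: 0% = DMSO only and 100% = 100 µM cantharidin control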
* = called active by the depositor; u = inconclusive; x = no result given; & = joins results of further samples.

SMILES	GASC-1 inh	TPT1 inhibitor	CTSL1 counter	procasp7 counter	Efflux pump inh	PP1 counter	proCasp3 act	HCV core dimer	PP5 primary
COC(=O)c1ccc(NC(=O)c2c(C(=O)Nc3ccccc3)sc3nc(C)cc(=O)n23)cc1	5	3	3	5	-0.1	9	1	14	0.4
COc1cc(N=CC2=C(O)c3ccccc3C2=O)cc(OC)c1	-15	2	-1	-3	0.0	-1	10	-8	0.8
CNc1nc(SC)nc(N(C)C#N)n1	2	-3	5	-5	-0.5	-14	-3	-13	-6.8
O=C(CSc1n[nH]c(=O)n1Cc1ccco1)c1ccc(F)cc1	-4	-2	-2	8	0.0	0	-3	-4	0.0
NC(=O)C1CCN(C(=O)c2ccc3c(=O)n(Cc4ccco4)c(SCc4ccc([N+](=O)[O-])cc4)nc3c2)CC1	6	0	2	-1	0.0	-3	4	14	2.9
Oc1ccc(Br)cc1C=Nc1cccn2cc(-c3ccccc3)nc12	-4	2	0	8	0.2	2	1	-23	3.1
NC(=O)Cn1nc(-c2ccccc2)nc1-c1ccccc1	2	3	-6	2	0.0	6	-7	2	-0.9
COc1ccc(NC(=O)N/C=C/c2ccco2)cc1	7	4	2	1	-0.2	-1	-1	1	-0.1
COc1cccc(N2CCN(C(=O)CC(C)(C)CC3=NS(=O)(=O)c4ccccc4N3)CC2)c1	3	0	5	9	0.0	1	2	-9	1.5
COc1ccc(C(=O)Nc2c(C)cc(C)cc2C)cc1OC	-4	1	6	7	0.2	-1	3	2	1.0
Cc1ccc2c(c1)CCCN2CC(=O)Nc1cccc(S(=O)(=O)N2CCCC2)c1	-12	x	x	-8	-0.3	3	-16	x	0.1
O=C(CCN1C(=O)COc2ccccc21)NCCN1CCOCC1	4	4	4	-2	0.1	-8	0	-3	-5.2
COc1ccc(NC(=O)COc2cc(C)cc(C)c2)cc1S(=O)(=O)N1CCCCC1	-13	-2	0	7	0.0	0	2	1	2.8
COc1ccc(OC)c(-c2cc(C(=O)Nc3c(C)nn(Cc4ccc(Cl)cc4)c3C)no2)c1	-2	4	4	0	0.5	2	8	9	6.7
O=C(O)Cc1sc(N/N=C\c2ccccc2)nc1-c1ccccc1	-10	17	2	-31	-0.1	9	-25	0	3.5
CN1CCN(C(=O)C2CCCCC2C(=O)O)CC1 (stereo unspecified)	0	-2	-5	5	-0.4	-4	5	-5	1.5
CCC(CC)NC(=O)c1cccc(NC(=O)C(C)C)c1	3	-1	-1	-9	-0.3	-2	-2	-1	0.5
O=C(CCc1ccc(S(=O)(=O)N2CCOCC2)cc1)N1CCc2ccccc2C1	-1	-1	7	-3	-0.1	7	-1	0	-1.0
C=C(C)Cn1cnc2c(oc3nc4c(cc32)CCCC4)c1=O	2	1	-2	2	0.0	1	-2	-1	0.9
COC(=O)C(C#N)C(c1cccnc1)c1c(C)[nH][nH]c1=O (stereo unspecified)	1	-2	1	-12	-0.1	0	2	-1	-0.8

Record cards (already shown):
`COc1cc(N=CC2=C(O)c3ccccc3C2=O)cc(OC)c1` is entered as GASC-1 inh: -15; TPT1 inhibitor: 2; CTSL1 counter: -1; procasp7 counter: -3; Efflux pump inh: 0.0; PP1 counter: -1; proCasp3 act: 10; HCV core dimer: -8; PP5 primary: 0.8
`O=C(CCc1ccc(S(=O)(=O)N2CCOCC2)cc1)N1CCc2ccccc2C1` is entered as GASC-1 inh: -1; TPT1 inhibitor: -1; CTSL1 counter: 7; procasp7 counter: -3; Efflux pump inh: -0.1; PP1 counter: 7; proCasp3 act: -1; HCV core dimer: 0; PP5 primary: -1.0

Following part.
SMILES	GASC-1 inh	TPT1 inhibitor	CTSL1 counter	procasp7 counter	Efflux pump inh	PP1 counter	proCasp3 act	HCV core dimer	PP5 primary
O=C(c1cccn2c(=O)c3ccc(Cl)cc3nc12)N1CCN(Cc2ccc3c(c2)OCO3)CC1	u	-2	2	-3	0.0	-4	4	2	0.3
CC(C)C(=O)NC(c1ccccc1Cl)c1c(O)ccc2ccccc12 (stereo unspecified)	8	1	-2	0	0.1	-7	1	-5	5.9
FC(F)(F)c1ccc(CN2C[C@@H]3C(c4ccccc4)C4(c5cccnc5)CC3(C4)[C@H]2c2ccccc2)cc1 (stereo partly specified)	-5	0	3	11	0.1	1	7	32	0.1
Cc1ccccc1C(=O)Nc1ccnn1C1CCN(C(=O)C2CCOC2)CC1 (stereo unspecified)	5	2	-1	-2	-0.1	2	3	5	1.3
CC1Cc2nc(SCC(=O)NCCc3ccccc3)n(C)c(=O)c2S1 (stereo unspecified)	4	1	6	0	0.5	-4	-8	3	1.1
Nc1nonc1C(=O)OCC(=O)N1CCOCC1	10	0	3	-4	-0.1	0	0	-6	1.4
Cc1ccc(C(=O)NCCC(=O)N2CCOCC2)cc1	19	-1	-5	6	0.6	-4	3	1	2.1
CC1CCc2sc(C(=O)NNC(=S)NCC3CCCO3)cc2C1 (stereo unspecified)	-2	-3	-2	-5	-0.7	-5	3	-1	-0.7
Cc1cc(C(=O)CN2C(=O)NC(Cc3c[nH]c4ccccc34)C2=O)c(C)n1C (stereo unspecified)	-3	1	-2	11	0.3	-4	7	4	0.4
COc1ccc(OCC(=O)Nc2nc3cc4c(cc3s2)OCCO4)cc1	-6	x	x	5	0.0	x	0	x	x
CCN(C(=O)COC(=O)CNS(=O)(=O)c1ccc(SC)c([N+](=O)[O-])c1)C1CCCCC1	11	-1	-18	0	-0.1	-2	5	-2	1.7
Cc1cccc(C(=O)N2N=C(c3ccc(NS(C)(=O)=O)cc3)CC2c2cccs2)c1 (stereo unspecified)	10	2	1	-8	0.4	2	0	-5	5.7
Cc1ccc2c(c1)cc(CN(Cc1ccc3c(c1)OCO3)S(=O)(=O)c1ccccc1)c1nnnn12	-18&13	3	-3	-5	0.3	-2	-3	6	1.1
O=C(CN(CCc1ccccc1)C(=O)CNS(=O)(=O)c1ccccc1)NCc1ccco1	0	-1	0	-5	0.0	2	2	-2	0.8
Nc1c(-c2ccc(Cl)cc2)cnn1-c1ccccc1	12	0	-1	5	0.0	-2	5	-6	-0.8
COc1ccc(COC(=O)CCS(=O)(=O)c2ccc(C)cc2)cc1F	3	0	-19	-4	0.1	-4	-4	2	3.3
Cc1cc(C)cc(NC(=O)CNC(c2ccccc2)c2ccccc2)c1	-6	0	2	0	-0.1	2	-4	3	4.2
COc1ccc(N(CC(=O)Nc2nccs2)S(=O)(=O)c2c(C)nn(C)c2C)cc1	x	-3	0	3	0.0	-2	-1	9	1.1
Cc1ccc(C(=O)c2nocc2C(=O)c2cccs2)cc1	1	-4	-1	6	-0.1	-4	4	-2	0.8
COc1cc(CN2CCNC(=O)C2CC(=O)NCCC2=CCCCC2)cc(OC)c1 (stereo unspecified)	-26	-4	9	9	0.0	3	2	1	0.2
C#CCOCCOCCOCCNc1nc(N2CCN(C(=O)[C@H](CCCCN)n3cc(CC(C)O)nn3)CC2)nc(N2CCN(C(=O)[C@H](CCCCN)n3cc(CC(C)O)nn3)CC2)n1 (stereo partly specified)	-6	-6	-2	1	-0.1	1	3	-18	2.4
CCCn1c(-c2ccc[nH]c2=O)nc2ccccc21	-2	-7	2	-6	-0.3	-7	-6	-2	0.9
Cc1cccc(NC(=O)c2ccc(S(=O)(=O)N3CCCCC3C)cc2)n1 (stereo unspecified)	20	1	-2	-2	-0.3	-5	5	7	1.8
CCCCN1C(=O)C(=O)NC[C@@H]1C(C)CC (stereo partly specified)	8	1	0	3	0.0	2	-2	-1	3.1
CCOC(=O)C1(P(=O)(c2ccc(Cl)cc2)c2ccc(Cl)cc2)CCC1	24	-3	-3	5	0.1	-1	-3	5	3.5
CCOC(=O)C1=C(N)N(c2ccc(C)cc2)C2=C(C(=O)CCC2)C1c1cccs1 (stereo unspecified)	-4	0	0	6	-1.0	2	3	12	4.1
COc1cccc2[nH]c3c(N4CCCCC4)ncnc3c12	-12	-5	9	-3	-0.1	1	1	-5	-0.7
Cc1ccc(NC(=O)c2ccn(C(=O)Nc3ccccc3)n2)c(C)c1	-26	0	-3	-4	0.0	0	8	2	0.1
COc1cc(CC(=O)OCC(=O)NC2CC2)cc(OC)c1OC	-9	-1	46*	-8	-0.1	2	5	-3	2.0
CCN(C(=O)COC(=O)C(Cc1ccccc1)N1C(=O)c2ccccc2C1=O)C1CCS(=O)(=O)C1 (stereo unspecified)	2	0	2	11	-0.1	-1	-2	-1	1.5
CCOc1ccccc1C(=O)Nc1cc2c(cc1N1CCCC1)n(CC)c(=O)n2CC	-3	-2	8	2	-0.1	0	-6	8	0.7
Cc1ccc(-c2cc(C(F)(F)F)n3ncc(C(=O)N4CCCCC4c4cccnc4)c3n2)cc1 (stereo unspecified)	-20	-2	4	6	0.0	8	2	3	-1.3
COc1ccc(CCN2CC(C(=O)NCCc3ccccn3)CCC2=O)cc1 (stereo unspecified)	11	-1	1	7	-0.2	0	-2	9	2.3
Cc1ccc(C(=O)O)cc1N1C(=O)CCCC1=O	22	-4	-2	8	-0.1	-4	2	-5	-0.1
Cc1cccn2cc(-c3ccccc3)nc12	5	-2	2	15	0.0	-5	-3	-3	-0.7
COc1ccc(-c2cc3c(=O)n(CC(=O)NCc4cccnc4)nc(C)n3n2)cc1	33	3	0	5	0.7	-2	-4	-5	0.9
S=C(c1ccc(N2CCOCC2)cc1)N1CCCCC1	28	3	7	-5	0.3	-4	6	2	1.6
COc1ccccc1C(c1nnnn1C(C)(C)C)N1CCCc2ccccc21 (stereo unspecified)	6	-2	-1	13	-0.1	-2	-1	7	0.7
CN(C)c1ccc(NC(=O)CN2CCC(NC(=O)C3CCCCC3)CC2)cc1	5	0	5	7	-0.1	1	-3	-1	-2.1
O=C(Nc1ccc(S(=O)(=O)Nc2nccs2)cc1)C1CC(=O)N(c2ccc(Cl)cc2)C1 (stereo unspecified)	-8	2	2	2	0.1	-8	12	7	1.5
COc1ccc(CNC(=O)CSCc2ccccc2Cl)cc1	8	-1	0	-4	-0.6	-1	3	1	-0.5
Cc1nn(Cc2ccccc2)c(C)c1C(=O)OCC(=O)c1cc(C)n(C2CC2)c1C	1	-1	-1	3	0.5	5	2	-3	1.7
CN1CCN(NC(=O)c2ccc(Cl)cc2Cl)CC1	7	-4	-3	-2	0.1	-1	9	-10	1.0
Cc1cccc(C)c1C(OCCN(C)C)C1CCCCC1 (stereo unspecified)	-2	-5	0	6	-5.7	1	3	-10	0.9
CN(CC(=O)Nc1cccc(F)c1)C(=O)C1CC(=O)N(Cc2ccccc2)C1 (stereo unspecified)	3	-4	0	4	0.0	-2	-1	-3	1.8
